# Screening results (PubChem)
# TRAIL sens C8: sensitizes caspase-8 expressing cells to TRAIL | NB7+C8 cells + TRAIL, ATPlite viability luminescence | inhibition (viability loss, TRAIL sensitization), % at 10 µM | hit rate 1% among 360,000;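 active means compounds causing at least 50% loss of cell viability in the single-dose screen, relative to plate controls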
# EBV LMP1 NFkB: Epstein-Barr LMP1 NF-kappaB reporter inhibition | LMP1-induced NF-kappaB luciferase reporter cells, luminescence | inhibition, % at 12.5 µM | hit rate 0.69% among 350,000; in the data active means inhibition above about 41%;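 further: 0% = neutral control wells and 100% = reference inhibitor control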
# NR5A2 inv ag: NR5A2 inverse agonism in reporter assay | inhibition, % at 3.6 µM | hit rate 0.13% among 360,000 | HEK293T StAR-luciferase reporter, LRH-1 transfected, 24 h | O00482 | AID 602396;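 active means inhibition above the mean inhibition of all tested compounds plus 3 SD, cut at about 73% in these data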;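 further: 0% = DMSO wells and 100% = reporter-only cells lacking LRH-1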
# TWEAK-Fn14 inh: blocks TWEAK-Fn14 interaction in a reporter cell assay. TWEAK-stimulated Fn14 reporter cells, luciferase luminescence, 8 h. inhibition, % at 10 µM. hit rate 2% among 360,000; in the data active means inhibition above about 50%
# TROY signal inh: inhibitors of TROY-dependent NF-kB signaling | Q293 LMP1-TROYcd NF-kB luciferase reporter, 4 h | inhibition, % at 10 µM | hit rate 0.98% among 360,000;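 active means compounds whose plate-normalised and pattern-corrected inhibition of the luciferase reporter signal at the single screening dose is 50% or more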
# COUP-TFII inh: blocks human COUP-TFII nuclear receptor | hit rate 0.7% among 370,000 | AID 686940 | inhibition, % at 8.6 µM | HEK293T NGFI-A luciferase reporter, luminescence;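 active means inhibition above a per-plate cutoff, mean inhibition of test wells between control levels plus 3 SD, cut at about 38% in these data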;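 further: cells cotransfected with COUP-TFII expression vector driving the NGFI-A reporter; 0% = median of COUP-TF2 test wells and 100% = reporter-only cells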
# NOD2 RIPK2 PPI: NOD2-RIPK2 protein interaction inhibition; O43353; CHO BLA complementation NOD2-RIPK2, CCF4 ratio; inhibition, % at 4.98 µM; hit rate 0.38% among 360,000; AID 624267; in the data active means inhibition above about 21%;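 further: 0% = vehicle only and 100% = reference blocker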
# SRC2 inh: inhibits human steroid receptor coactivator 2; HEK293 GAL4-SRC2 luciferase reporter, luminescence; inhibition, % at 9 µM; hit rate 0.17% among 370,000; AID 651957; Q15596;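 active means inhibition above the mean inhibition of all tested compounds plus 3 SD, set per campaign, cut at about 52% in these data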;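 further: 0% = DMSO treated cells and 100% = cells given Gossypol at 36 µM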
# TLR9-MyD88 block: TLR9-MyD88 interaction inhibition; CHO BLA complementation TLR9-MyD88, CCF4 FRET ratio; inhibition, % at 4.98 µM; hit rate 0.21% among 340,000;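 active means inhibition above the mean over all tested compounds plus 3 SD, cut at about 21% in these data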;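 further: 0% = DMSO only wells and 100% = clavulanate BLA inhibitor control wells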
# Target sequence (Q99836 whole entry, looked up): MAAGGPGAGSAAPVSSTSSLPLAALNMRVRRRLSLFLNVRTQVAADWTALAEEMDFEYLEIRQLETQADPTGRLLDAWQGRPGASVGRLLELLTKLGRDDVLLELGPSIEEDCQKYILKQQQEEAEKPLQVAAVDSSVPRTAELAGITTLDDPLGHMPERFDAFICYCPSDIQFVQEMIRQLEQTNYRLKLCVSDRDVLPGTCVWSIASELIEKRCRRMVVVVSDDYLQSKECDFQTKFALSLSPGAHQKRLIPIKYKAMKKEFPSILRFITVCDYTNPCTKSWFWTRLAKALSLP
# Target sequence (Q9NR96 whole entry, looked up): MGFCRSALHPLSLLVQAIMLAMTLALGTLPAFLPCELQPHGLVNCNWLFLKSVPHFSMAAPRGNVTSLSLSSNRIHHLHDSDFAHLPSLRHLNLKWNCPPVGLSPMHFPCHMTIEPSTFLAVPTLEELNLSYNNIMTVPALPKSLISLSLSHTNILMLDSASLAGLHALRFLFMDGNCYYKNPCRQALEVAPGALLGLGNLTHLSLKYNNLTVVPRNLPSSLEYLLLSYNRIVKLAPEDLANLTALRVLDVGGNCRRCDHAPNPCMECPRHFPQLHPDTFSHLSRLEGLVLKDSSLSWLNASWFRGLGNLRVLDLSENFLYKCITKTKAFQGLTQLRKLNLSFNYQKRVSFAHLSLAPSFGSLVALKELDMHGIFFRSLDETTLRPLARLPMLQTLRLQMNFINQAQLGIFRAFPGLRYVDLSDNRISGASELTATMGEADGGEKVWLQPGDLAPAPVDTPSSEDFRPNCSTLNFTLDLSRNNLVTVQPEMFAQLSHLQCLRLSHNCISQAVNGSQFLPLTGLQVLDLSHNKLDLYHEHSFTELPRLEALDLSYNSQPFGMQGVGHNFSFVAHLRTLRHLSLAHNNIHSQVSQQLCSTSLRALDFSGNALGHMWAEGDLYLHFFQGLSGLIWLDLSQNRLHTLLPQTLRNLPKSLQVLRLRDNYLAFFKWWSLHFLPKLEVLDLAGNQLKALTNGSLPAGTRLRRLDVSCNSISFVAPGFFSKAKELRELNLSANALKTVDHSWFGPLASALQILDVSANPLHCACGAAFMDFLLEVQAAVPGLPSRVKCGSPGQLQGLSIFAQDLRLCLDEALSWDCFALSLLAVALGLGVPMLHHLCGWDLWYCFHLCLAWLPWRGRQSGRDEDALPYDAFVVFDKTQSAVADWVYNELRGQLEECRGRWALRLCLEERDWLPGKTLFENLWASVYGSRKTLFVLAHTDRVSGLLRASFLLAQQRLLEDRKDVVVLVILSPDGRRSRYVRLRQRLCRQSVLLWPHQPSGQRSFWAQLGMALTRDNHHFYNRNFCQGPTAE
# SRC3 inh: inhibits human SRC3 coactivator | Q9Y6Q9 | HEK293 GAL4-SRC3 luciferase reporter, luminescence | inhibition, % at 3.6 µM | hit rate 0.17% among 360,000 | AID 588352;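 active means inhibition above a per-campaign cutoff, the mean of all compounds plus 3 SD, cut at about 60% in these data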;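 further: 0% = DMSO-treated cells and 100% = gossypol-treated cells at 36 µM; higher means less SRC3-driven luciferase light from the GAL4 reporter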
# NCOA1 inh: inhibits human SRC1 coactivator | inhibition, % at 3.6 µM | hit rate 0.12% among 360,000 | Q15788 | HEK293 GAL4-SRC1 luciferase reporter, luminescence;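 active means inhibition above the campaign mean plus 3 SD, with each screening campaign given its own cutoff, cut at about 60% in these data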;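 further: 0% = DMSO treated cells and 100% = gossypol at 36 µM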
# The depositor's hits bear a star; . = not tested or not shown.
SMILES,TRAIL sens C8,EBV LMP1 NFkB,NR5A2 inv ag,TWEAK-Fn14 inh,TROY signal inh,COUP-TFII inh,NOD2 RIPK2 PPI,SRC2 inh,TLR9-MyD88 block,SRC3 inh,NCOA1 inh
O=C(Cn1nc(-c2ccc3c(c2)OCCO3)ccc1=O)Nc1ccc(-n2cnnn2)cc1,-2.3,-1.9,-8.4,-5.1,1.1,11.7,5.5,21.3,0.2,6.9,-6.5
CC1(C)CC(NS(=O)(=O)c2ccc(S(=O)(=O)N3CCOCC3)cc2)CCO1 (configuration not stated),-19.3,2.4,7.5,-2.1,11.2,16.5,-2.1,2.3,0.1,18.6,-117.5
CCOc1cc(Br)c(COc2ccc(C)nc2[N+](=O)[O-])cc1OCC,9.7,-3.3,22.7,-1.6,-5.7,15.0,-1.0,-8.4,-4.0,13.5,-9.1
C=CCn1c(SCC(=O)NCC2CCCO2)nc2sc(C)c(C)c2c1=O (configuration not stated),8.8,1.5,1.8,0.1,-16.7,15.7,10.1,-8.5,-2.3,-4.8,-16.2
CCOC(=O)c1cnn(Cc2ccccc2)c1N,-12.3,-8.1,-0.6,0.2,4.3,4.8,-3.5,11.9,1.4,0.9,2.5
CCOc1cc(/C=N/N=C2/NC(=O)C(CC(=O)O)S2)ccc1OS(=O)(=O)c1ccc(C)cc1 (configuration not stated),0.0,5.6,-14.3,-20.7,1.0,15.9,-0.2,1.7,17.9,-9.4,-8.6
CN(C)S(=O)(=O)c1cccc(C(=O)NCC2CCCO2)c1 (configuration not stated),-6.9,0.4,18.6,-9.8,3.0,9.3,0.6,3.3,-8.5,13.7,-0.7
CCCCN(C=O)c1c(CC)nc2c(OCCC)cccn12,12.3,.,11.2,15.1,1.4,5.8,-3.7,-4.5,.,16.7,2.5
COc1cccc(C2C3=C(CC(C)(C)CC3=O)Nc3cc4c(cc32)OCO4)c1 (configuration not stated),-11.4,0.1,14.1,2.8,16.3,-9.3,-0.9,-33.0,-19.8,20.4,9.7
Cc1c(NC(=O)CSc2ncn[nH]2)c(=O)n(-c2ccccc2)n1C,-10.2,-10.5,-3.5,9.4,1.7,10.5,3.6,-6.0,0.1,13.9,-2.4
COc1ccc(NS(=O)(=O)c2csc(C(N)=O)c2)cc1OC,0.5,-1.8,11.6,17.8,-1.6,-8.3,-9.0,-4.7,-4.6,4.0,9.7
COc1cc2oc3cc(C)oc(=O)c3c2cc1OC,-6.3,1.0,-16.8,-0.5,-4.2,-11.0,-6.2,-29.0,-2.8,-29.6,-0.5
O=C(CN(Cc1ccccc1)S(=O)(=O)c1ccc(Br)cc1)N/N=C/c1ccccc1C(=O)O,-6.7,-0.7,1.4,-3.2,1.6,-8.9,-3.7,11.2,9.3,8.1,-0.3
O=C(OCc1ccc([N+](=O)[O-])cc1)c1cnc(Cl)c(Cl)c1,9.0,7.6,-0.1,-21.1,-5.4,-3.2,11.9,-3.0,-0.2,-6.4,4.0
CC1CCC(=O)N(CCSc2ccccc2)CC1 (configuration not stated),17.2,-9.3,-118.9,32.4,-10.3,-55.1,-10.2,-25.4,-3.5,-84.2,-89.7
COCCNC(=O)CCCn1c(=O)c2cc(OC)c(OC)cc2n(CC(=O)Nc2ccc(C)c(F)c2)c1=O,-11.0,-0.6,3.7,-12.4,-7.5,1.8,2.6,17.8,4.8,10.2,2.5
COc1ccc(CCC(=O)OCC(=O)NCc2ccc3c(c2)OCO3)cc1,-7.6,-0.4,16.5,4.1,-3.1,-11.2,-7.5,-16.0,-3.9,6.1,4.2
COc1ccccc1NC(=O)c1ccc(C)s1,4.2,-25.6,-106.8,-0.8,-49.6,-32.8,-3.7,-36.5,-6.4,-87.8,-95.1
Cc1cc(C)c(NC(=O)COC(=O)c2ccncc2)c(C)c1,5.0,1.2,2.8,1.1,-6.5,3.5,0.1,-6.6,3.7,3.2,10.1
Cc1nc(-c2ccccc2)sc1C(=O)Nc1ccc(S(N)(=O)=O)cc1,-7.4,-4.6,18.9,14.7,-16.0,15.6,8.7,-6.0,5.0,20.7,-6.2
COc1ccc(NC(C)=O)cc1NC(=O)CSc1nnc(-c2ccccn2)n1C,3.2,-1.8,-20.6,1.2,-0.6,-16.2,-10.3,-0.1,6.2,-26.8,4.8
Cc1cc(=O)[nH]c(NCc2ccc(Cl)cc2)n1,0.2,6.2,10.7,10.7,4.8,-3.2,-14.9,17.5,-7.6,-5.9,-3.4
N#C/C(=C\c1ccncc1)c1ccc(NC(N)=O)cc1,-0.9,4.6,6.0,22.0,-5.7,13.8,-4.8,3.5,6.2,5.8,17.6
COCCNC(=S)NNC(=O)c1cc(-c2cccnc2)nc2ccccc12,-2.7,0.9,-6.2,-20.0,8.4,-13.6,-1.4,-4.7,4.6,-10.3,-25.9
Cc1ccc(NC(=O)Nc2c(C)n(C)n(-c3ccccc3)c2=O)cc1,9.1,2.7,-2.0,-15.6,-9.5,14.7,-9.0,19.1,14.3,-18.3,10.0
CCN(CCO)c1ccc(N=Nc2cc(C)[nH]n2)cc1,85.9*,63.3*,-78.4,90.6*,69.0*,-0.6,-7.5,-19.1,-4.0,-31.4,-29.8
COc1cccc(NS(=O)(=O)c2cc3c(cc2C)N(C)CCO3)c1,-3.4,2.5,4.1,6.2,10.2,8.8,-7.0,28.9,-1.5,-3.7,-2.5
CC1(C(=O)Nc2ccc3c(c2)OCO3)Cc2c(-c3cccc(C(F)(F)F)c3)ccnc2O1 (configuration not stated),-7.8,.,-11.5,-12.5,-10.1,9.0,-5.1,-21.9,.,-10.5,4.8
COc1ccccc1N1CCN(C(=S)NC(=O)/C=C/c2ccccc2)CC1,9.6,-0.1,-46.1,1.3,-2.1,-5.7,5.8,-3.4,-4.1,-23.5,-20.2
O=C(C1CCC1)N1CCN(c2ccc(C(F)(F)F)cc2[N+](=O)[O-])CC1,7.2,0.1,-27.6,-6.0,0.9,-3.7,0.8,12.1,0.8,-18.2,-7.1
Nc1nc(SCC(=O)c2cc3ccccc3o2)n[nH]1,-2.8,6.2,-12.5,-8.4,-10.8,-7.4,-8.5,-13.7,4.2,5.9,17.4
CN(CC(=O)Nc1ccc(F)cc1)C(=O)CSc1nc2ncc(Cl)cc2[nH]1,-7.5,4.6,6.1,-4.3,-11.0,-3.3,-5.0,11.3,-10.7,16.6,9.7
O=C(c1ccc(SCc2ccco2)c([N+](=O)[O-])c1)N1CCOCC1,-1.6,-6.1,-20.1,20.9,1.3,5.0,10.3,14.8,3.8,15.8,2.0
Cc1cccc(NC(=S)N(C)Cc2cn(C)c3ccccc23)c1,-4.9,-2.3,5.3,9.6,-13.9,13.6,-14.3,-7.2,-12.4,13.6,-10.8
COC(=O)c1ccc(S(=O)(=O)N2CCCN(Cc3cccc(Br)c3F)CC2)n1C,13.8,18.2,24.3,22.0,26.0,54.8*,-13.4,27.7,3.9,15.6,11.9
CCOc1ccccc1-c1n[nH]c(=S)o1,-2.4,-6.3,36.6,-13.1,10.0,-23.1,4.8,4.1,-7.0,-2.8,-0.5
Cc1n[nH]c(C)c1CCNC(=O)C1CCC(=O)N(Cc2ccccc2F)C1 (configuration not stated),-13.1,-3.1,-7.6,9.0,1.0,12.8,1.6,8.3,7.5,15.5,-1.4
O=C(CN1C(=O)C2C3C=CC(C3)C2C1=O)Nc1ccc2c(c1)OCCO2 (configuration not stated),1.4,-15.1,-47.9,0.9,-24.5,-22.5,-12.3,-116.7,-4.8,-64.5,-245.9
COc1cccc(CNC(=O)[C@H](CCSC)NC(=O)N2CCn3c2nc2ccccc23)c1,7.2,-7.4,4.7,7.7,-13.7,-2.6,7.6,-2.3,-13.8,16.7,0.2
Cc1ccccc1C1c2[nH]c3ccccc3c2C[C@H]2C(=O)N(c3ccccc3C(=O)NCCN3CCOCC3)C(=O)N12 (some centres not stated),-6.9,-4.1,12.2,2.2,-2.9,14.0,-2.4,-4.1,-11.9,3.5,6.0
Cc1ccc(SCCn2nc(C(=O)O)c3ccccc3c2=O)cc1,-7.3,-7.5,-1.1,-25.8,17.3,11.1,-0.8,-20.0,3.2,1.8,-21.7
O=C(CCCN1C(=O)c2cccc3cccc(c23)C1=O)NCc1cccnc1,-12.6,0.3,-2.9,-23.4,-55.3,-37.2,-3.1,-1.6,-4.5,-29.2,-4.5
O=S(=O)(c1ccc(OCC(O)CNC23CC4CC(CC(C4)C2)C3)c(Cl)c1)N1CCOCC1 (configuration not stated),-5.5,5.5,-13.8,-1.4,19.5,-2.6,1.0,-17.1,-8.5,26.4,-27.0
CC(C)(CNC(=O)CC1C(=O)NCCN1Cc1cccc(F)c1F)N1CCOCC1 (configuration not stated),-3.3,0.4,5.9,11.5,-2.9,-3.3,6.0,-32.8,1.7,2.4,-83.0
CC(C)OC(=O)c1cccc(C(=O)Oc2ccccc2)n1,-6.9,-1.2,4.5,17.9,7.2,6.9,-10.4,-10.9,-2.4,17.1,-18.4
Cc1oc(/N=C/c2ccccc2)c(C#N)c1C,6.2,-3.6,-7.9,12.8,23.5,-17.1,-12.6,1.9,-5.9,3.4,-7.8
COC(=O)c1cc(C(=O)OCC(=O)NNC(=O)c2cccs2)cc([N+](=O)[O-])c1,13.8,3.1,-7.3,-9.1,-5.4,10.3,-3.3,-28.0,3.1,3.2,-10.3
O=C(NC(=S)Nc1cc(C(F)(F)F)ccc1N1CCOCC1)c1ccco1,-8.2,3.5,4.0,-11.4,-17.8,-6.6,-1.0,-1.9,.,14.6,4.9
O=C(NNC(=S)NC(=O)c1sc2ccccc2c1Cl)c1ccc(Cl)cc1,27.4,-3.8,-12.0,-52.3,-32.6,-9.4,0.4,-27.2,4.4,-27.8,-30.8
COC(=O)c1ccc(NC(=O)CNS(=O)(=O)c2cccs2)cc1,-8.5,-2.3,5.8,16.8,-27.9,-14.7,-2.9,-9.1,-10.2,0.1,-4.3
# Continued:
SMILES,TRAIL sens C8,EBV LMP1 NFkB,NR5A2 inv ag,TWEAK-Fn14 inh,TROY signal inh,COUP-TFII inh,NOD2 RIPK2 PPI,SRC2 inh,TLR9-MyD88 block,SRC3 inh,NCOA1 inh
Cc1cc(NC(=O)CSc2nc(=O)cc(N)n2-c2ccc(C)c(C)c2)no1,11.0,-0.7,-5.5,4.1,-15.8,14.1,-8.3,10.7,-1.4,2.2,-11.7
Cn1c(CNC(=O)c2ccccc2F)nnc1SCC(=O)Nc1nncs1,8.4,-2.9,-9.9,0.9,-0.3,1.6,-11.5,-10.9,-16.2,-6.5,-6.4
CC1CCCN(C(=O)CN2C(=O)NC(C)(c3ccc4ccccc4c3)C2=O)C1 (configuration not stated),-7.1,1.5,-11.4,-2.5,1.3,0.3,4.2,0.4,-12.8,-1.9,-4.7
CS(=O)(=O)N(CCc1ccccc1)CC(=O)NCc1ccc2c(c1)OCO2,-8.2,-1.0,6.8,-11.6,-1.8,9.9,10.1,3.6,0.8,2.7,-6.2
CCN(CC(=O)NCc1cccs1)C(=O)c1ccccc1F,-1.7,-1.5,-12.7,18.4,14.1,3.9,6.0,15.7,6.8,14.4,-2.5

# Only part of the results is shown. The share of hits here may be higher or lower than overall.
